Compound activity: PubChem, several laboratories
PP1 inh: PP1-alpha phosphatase inhibitors, primary screen, counter-screen for PP5 inhibitor project, biochemical, fluorescence, OMFP substrate, single point | purified PP1alpha | inhibition, % at 6.7 µM | hit rate 0.9% among 320,000 | Serine/threonine-protein phosphatase PP1-alpha catalytic subunit (Homo sapiens), P62136;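 active means inhibition above the mean inhibition of all tested compounds plus 3 SD, computed separately for each screening campaign, cut at about 15% in these data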
Target sequence (P62136 whole entry, looked up): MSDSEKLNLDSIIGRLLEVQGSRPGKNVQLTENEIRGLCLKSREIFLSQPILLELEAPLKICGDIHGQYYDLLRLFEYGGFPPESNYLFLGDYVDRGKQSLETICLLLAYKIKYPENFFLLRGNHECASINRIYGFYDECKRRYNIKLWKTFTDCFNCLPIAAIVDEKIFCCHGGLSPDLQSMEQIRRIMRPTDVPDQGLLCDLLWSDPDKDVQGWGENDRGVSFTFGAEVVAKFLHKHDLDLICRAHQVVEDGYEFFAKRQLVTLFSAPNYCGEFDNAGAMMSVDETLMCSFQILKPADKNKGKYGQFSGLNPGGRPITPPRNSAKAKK
Fh CTSL1 inh: Fasciola hepatica cathepsin L1 inhibitors, primary screen, counter-screen for PFM18AAP inhibitor project, biochemical, QFRET, fluorogenic peptide substrate. inhibition, % at 5.96 µM. AID 1906, 2009. recombinant F. hepatica cathepsin L1, Z-Leu-Arg-MCA fluorescence. hit rate 0.49% among 300,000;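 active means inhibition above the mean of all tested compounds plus 3 SD, set per screening campaign, cut at about 17% in these data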;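 further: 0% = plate median of test compound wells and 100% = 1 µM Z-Phe-Ala-diazomethylketone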
Yeast superoxide: reduction of superoxide in aged yeast, primary screen, HTS | S. cerevisiae aged cells, superoxide DHE fluorescence; hits give low values | superoxide response (% of plate mean), % at 10 µM | hit rate 0.18% among 330,000;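 active means superoxide response under a set limit, about three screen SD below normal, cut at about 65% in these data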;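 further: yeast aged for seven days with compound at 30 °C before DHE staining; 100% = average MFI of all compound-treated wells on the plate with controls excluded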
TPT1 inh: Candida albicans TPT1 enzyme inhibitors, primary screen, biochemical, fluorescence polarization | recombinant caTPT1, FP RNA substrate dephosphorylation | hit rate 0.81% among 300,000 | tRNA 2'-phosphotransferase TPT1 (Candida albicans SC5314) | inhibition, % at 5 µM;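 active means inhibition above the mean of all tested compounds plus 3 SD, set per screening campaign, cut at about 24% in these data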;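 further: plate controls were DMSO alone for no effect and ferristatin control at 100 nM for full effect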
PP5 inh: PP5 phosphatase inhibitors, primary screen, biochemical, fluorescence | purified PP5c, OMFP substrate fluorescence | inhibition, % at 6.7 µM | hit rate 0.18% among 320,000 | AID 1987, 2009;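 active means inhibition above the campaign's mean inhibition across all tested compounds plus 3 SD, cut at about 9.5% in these data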;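 further: 0% = DMSO only and 100% = 100 µM cantharidin control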
Target sequence (P53041 whole entry, looked up): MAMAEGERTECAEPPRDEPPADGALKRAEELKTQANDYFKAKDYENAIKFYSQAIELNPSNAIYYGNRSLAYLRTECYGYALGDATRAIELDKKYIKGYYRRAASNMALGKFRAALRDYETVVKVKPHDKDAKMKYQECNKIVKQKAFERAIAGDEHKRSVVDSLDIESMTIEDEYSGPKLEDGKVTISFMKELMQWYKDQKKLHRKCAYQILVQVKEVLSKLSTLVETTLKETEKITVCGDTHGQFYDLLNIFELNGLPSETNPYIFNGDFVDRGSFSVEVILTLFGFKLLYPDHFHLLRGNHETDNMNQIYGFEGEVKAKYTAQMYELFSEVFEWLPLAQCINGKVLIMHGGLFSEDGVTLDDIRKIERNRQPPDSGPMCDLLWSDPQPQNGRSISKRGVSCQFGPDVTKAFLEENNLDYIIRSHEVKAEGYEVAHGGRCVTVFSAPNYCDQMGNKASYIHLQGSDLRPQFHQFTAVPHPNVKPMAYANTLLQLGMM
EBNA-1 inh: EBNA-1 DNA-binding inhibitors, primary screen, biochemical, fluorescence polarization | AID 1950, 2009 | inhibition, % at 14.8 µM | hit rate 0.34% among 300,000; in the data active means inhibition above about 28%
GASC-1 inh: inhibitors of GASC-1 histone demethylase, primary screen, biochemical, fluorescence, DELFIA europium; GST-JMJD2C(1-420) H3K9me3 demethylation; hit rate 0.069% among 330,000; Lysine-specific demethylase 4C (Homo sapiens), Q9H3R0; inhibition, % at 2.35 µM;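 active means more than half of a compound's replicate wells show inhibition beyond 50%, single wells judged on their own value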;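 further: signal counts dimethyl H3K9 product captured on neutravidin plate; 0% = median of DMSO wells and 100% = 0.3 times that DMSO median; strong numbers were not always called active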
ZTA counter: blocks Epstein-Barr virus ZTA, an EBNA-1 counter-screen; ZTA-DNA binding, fluorescence polarization; inhibition, % at 11 µM; hit rate 0.15% among 320,000; in the data active means inhibition above about 33%
Target sequence (P03206 whole entry, looked up): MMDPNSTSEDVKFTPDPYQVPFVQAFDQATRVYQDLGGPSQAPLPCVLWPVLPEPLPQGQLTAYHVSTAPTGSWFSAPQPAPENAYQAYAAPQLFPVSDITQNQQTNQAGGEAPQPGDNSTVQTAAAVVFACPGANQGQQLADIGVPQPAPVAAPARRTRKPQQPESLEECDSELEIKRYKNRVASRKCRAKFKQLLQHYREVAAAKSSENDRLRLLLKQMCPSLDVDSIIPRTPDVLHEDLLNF
HCV core dimer: inhibitors of HCV core protein dimerization, primary screen, biochemical, TR-FRET, high-throughput; TR-FRET GST/Flag-core106 dimerization, 1536-well; inhibition, % at 5 µM; hit rate 0.33% among 300,000;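 active means inhibition above the mean of all tested compounds plus 3 SD, set per screening campaign, cut at about 45% in these data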
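Test system: GST/Flag-tagged HCV core106 proteins; Medium: KF-containing HEPES buffer, pH 7.45, DTT, CHAPS, BSA; Times: compound-protein-antibody incubation 4 h at 22.5 °C; Detection: TR-FRET 671 and 617 nm emission; Benchmarks: wells lacking GST-core106 and wells with excess unlabelled core106.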
The depositor's hits bear a star; nt = no result given.

SMILES	PP1 inh	Fh CTSL1 inh	Yeast superoxide	TPT1 inh	PP5 inh	EBNA-1 inh	GASC-1 inh	ZTA counter	HCV core dimer
CCOC(=O)c1ccc(-c2ccc(/C=N/NC(=O)CN(c3ccccc3Br)S(C)(=O)=O)o2)cc1	4.5	-0.4	108.4	0.1	2.1	13.9	-3.1	-8.3	10.3
Cc1ccc(C(C)(C)C)c(OCCN2CCCC2)c1	1.1	-3.0	87.2	-2.4	0.2	-5.8	0.1	3.5	-11.5
COc1cccc(-n2cnc3sc(C)c(C)c3c2=O)c1	-1.4	-4.2	114.3	0.5	3.0	0.5	-1.5	-4.7	-13.4
COc1cc(C(=O)OCC(=O)Nc2c(C)n(C)n(-c3ccccc3)c2=O)c([N+](=O)[O-])cc1OC	-1.4	nt	110.9	nt	1.6	nt	-20.8	-1.3	nt
Cc1onc(-c2ccccc2)c1C(=O)Nc1ccc(-c2nnc3n2CCCCC3)cc1	0.0	3.6	102.9	1.5	-0.1	-11.1	4.6	9.2	11.1
CCOc1ccc(N=C2NN=C(c3cc(C)n(CC4CCCO4)c3C)CS2)cc1 (configuration not stated)	13.5	-0.3	101.2	-1.5	-2.1	2.2	-2.1	9.3	19.1
Cc1ccc(O)c(-c2cc(C(=O)Nc3ccc(S(=O)(=O)Nc4nc(C)cc(C)n4)cc3)[nH]n2)c1	-2.0	1.0	97.2	-3.9	3.5	6.7	-6.3	-8.0	-7.0
CCc1ccc2[nH]c(=O)c(CN(CCN(CC)CC)C(=O)Nc3ccccc3OC)cc2c1	-1.7	5.1	73.4	-0.3	-0.7	6.6	10.8	13.1	0.4
Cc1nnc(SCC(=O)NCCN2C(=O)CSC2=O)s1	-2.0	-1.0	109.6	-0.9	4.2	-13.6	3.6	13.5	-14.9
CCOc1ccc(NC(=O)C2CCCN(C)C2)cc1 (configuration not stated)	-3.7	-2.2	91.2	-2.6	-0.7	7.4	-3.6	-10.9	-7.2
O=C(COC(=O)/C=C/c1cccc(Cl)c1)NCCc1ccc(Cl)cc1Cl	-1.0	-3.5	106.5	2.0	3.4	-4.1	5.4	0.5	5.4
CS(=O)(=O)N1N=C(c2ccco2)CC1c1ccccc1 (configuration not stated)	-0.6	1.0	89.2	2.3	2.8	4.0	-0.3	0.3	4.2
Cc1ccc(N(CCC#N)C(=O)CSc2nc3ccccc3c(=O)[nH]2)cc1	-0.2	nt	88.9	nt	0.2	nt	6.3	-4.4	nt
COc1ccccc1CNC(=S)Nc1ccc(S(N)(=O)=O)cc1	-1.4	-2.9	120.3	3.4	-2.7	9.3	-7.0	4.5	1.2
CCOC(=O)Nc1ccccc1N1C(=O)c2ccccc2C1=O	-1.0	2.2	92.6	-1.2	-2.2	-7.0	6.0	9.0	-7.5
CCOC(=O)C1CC2CC(C1)CN(C(=O)C1CCCCC1)C2 (configuration not stated)	6.9	2.0	114.4	-1.3	-1.1	-6.9	22.0	-30.3	-1.9
Cc1ccccc1NC(=O)C1CCCN(C(=O)NCc2ccccc2)C1 (configuration not stated)	-2.8	-5.7	96.9	-2.1	1.1	-3.8	-7.9	-10.1	1.4
COc1cccc(NC(=O)/C=C/c2ccc(S(=O)(=O)N3CCOCC3)cc2)c1	-0.2	nt	82.7	nt	5.4	nt	1.1	-3.5	nt
CCC1CCCCN1S(=O)(=O)c1ccc(NC(=O)C2CCCO2)cc1 (configuration not stated)	-2.7	-1.8	98.7	2.2	3.0	1.8	29.6	1.4	10.3
O=C(O)CCC(=O)NCc1ccc2[nH]c3c(c2c1)CCCC3	-0.3	1.3	88.5	-0.2	0.9	13.1	0.1	9.6	-3.6
CC(C)CCn1cnc2c1c(=O)[nH]c(=O)n2Cc1ccccc1	-2.5	-1.3	104.3	-3.8	0.0	12.7	-1.1	5.5	-2.6
Cc1cnc(NC(=O)CSc2nnc(N)s2)s1	0.1	1.2	110.0	-3.8	0.4	6.6	-15.4	9.6	2.3
O=C1c2ccccc2C(=O)N1c1cccc2ccccc12	-1.2	1.3	93.5	1.1	0.3	-4.5	21.8	-16.1	-1.0
COc1cc(-c2cc(C(=O)Nc3c(Cl)cc(Cl)cc3Cl)c3ccccc3n2)cc(OC)c1OC	0.9	6.8	89.8	1.4	0.6	-9.3	2.6	6.4	13.3
FC(F)(F)c1cc(Oc2ccc(Cl)cc2)ncc1-c1nnc(-c2ccc(Cl)cc2)o1	-2.7	0.5	81.1	-2.6	-0.8	5.5	3.9	12.3	4.5

Whole records from above:
Listed for Cc1ccc(N(CCC#N)C(=O)CSc2nc3ccccc3c(=O)[nH]2)cc1 = PP1 inh: -0.2; Fh CTSL1 inh: nt; Yeast superoxide: 88.9; TPT1 inh: nt; PP5 inh: 0.2; EBNA-1 inh: nt; GASC-1 inh: 6.3; ZTA counter: -4.4; HCV core dimer: nt
Listed for CCOC(=O)C1CC2CC(C1)CN(C(=O)C1CCCCC1)C2 (configuration not stated) = PP1 inh: 6.9; Fh CTSL1 inh: 2.0; Yeast superoxide: 114.4; TPT1 inh: -1.3; PP5 inh: -1.1; EBNA-1 inh: -6.9; GASC-1 inh: 22.0; ZTA counter: -30.3; HCV core dimer: -1.9

New compounds follow.
SMILES	PP1 inh	Fh CTSL1 inh	Yeast superoxide	TPT1 inh	PP5 inh	EBNA-1 inh	GASC-1 inh	ZTA counter	HCV core dimer
CC1CCN(C(=O)C2CCCCN2S(=O)(=O)c2cccc([N+](=O)[O-])c2)CC1 (configuration not stated)	-0.8	-3.9	106.1	1.4	4.9	-22.9	-5.5	0.0	-1.1
CC(=O)c1cnc2c(C(=O)O)cnn2c1C	-1.3	-1.4	91.5	-0.9	3.8	11.0	-1.5	-12.5	-0.7
CC(=O)C1=C(C)NC2=C(C(=O)CC(C)(C)C2)C1C (configuration not stated)	-1.2	-1.9	103.4	0.1	-2.4	-6.5	6.0	8.3	-1.4
CN(CCC1CCOCC1)C(=O)C1CCC(=O)N(CCc2ccccc2)C1 (configuration not stated)	-3.4	4.2	91.0	-1.3	-2.5	6.3	-11.6	5.9	-2.2
COC(=O)[C@@]12CCCCN1[C@H](c1ccc(-c3cc(C(C)=O)cs3)c(OC)c1)[C@H]1C(=O)N(C)C(=O)[C@H]12	-2.4	6.3	108.0	1.2	-0.9	4.8	-6.6	-14.7	-48.1
CCCN(CC(=O)Nc1ccccc1C)C(=O)c1cccc(-n2cnnn2)c1	0.1	-2.2	95.0	1.2	-0.6	-0.6	11.4	0.9	4.5
COC(=O)Cc1ccc(NC(=S)NC2CC2)cc1	-1.2	-5.6	97.9	-2.1	0.1	7.2	-1.6	-1.4	2.0
COc1ccc(NC(=O)C/C(C)=N/NC(=O)c2cccs2)c([N+](=O)[O-])c1	5.0	-0.4	106.2	-7.8	2.8	-8.7	14.0	-14.4	-10.2
O=[N+]([O-])c1ccc(S(=O)(=O)NCCN2CCOCC2)cc1	2.8	4.7	85.3	-2.6	-5.3	-9.8	11.8	-0.9	0.5
O=C1CC(SC(=NCc2ccc3c(c2)OCO3)Nc2ccccc2)C(=O)N1 (configuration not stated)	0.9	-2.5	83.9	-1.4	2.9	-5.8	-0.6	7.0	2.5
Cn1cc(S(=O)(=O)N2CCc3ccccc32)cc1C(=O)Nc1ccc(Cl)cc1	1.2	-3.1	96.9	2.7	-0.4	4.3	1.1	9.3	19.1
COc1ccc(CNC(=O)CSc2nnc(-c3cccnc3)n2N)cc1	-2.0	-0.4	116.4	3.8	-0.5	-6.8	-37.1	3.6	-0.5
CC(C)(C)c1ccc(/C=C2\CCn3c2nc2cc(C(=O)O)ccc2c3=O)cc1	1.1	-5.8	94.8	-2.0	-0.2	1.2	-17.3	12.2	5.3
Cc1nonc1NC(=O)CSc1nc(C23CC4CC(CC(C4)C2)C3)nc2ccccc12	-3.0	3.7	116.9	0.5	2.4	-3.2	2.8	7.5	17.9
CC(=O)Nc1nc(S(=O)(=O)c2ccc(C)cc2)c(Cl)s1	0.7	-2.1	101.6	-8.4	2.6	-2.1	-1.0	-16.9	0.3
Cc1ccc(-c2nc(CS(=O)(=O)CC(=O)NCCN3CCOCC3)c(C)o2)cc1	-3.8	-11.9	81.1	2.3	-3.9	-15.7	1.1	5.0	-13.1
O=C(NCCC(=O)N1CCCC1)c1ccccc1Cl	0.9	-0.2	107.6	2.6	2.4	-5.6	-22.5	0.8	10.6
Cc1cc(C)c2c(C)c(C(=O)NCc3ccncc3)oc2c1	-0.2	-2.4	96.2	1.3	-0.1	4.0	-6.4	0.2	4.2
O=C(C(=O)N1CCN(c2ccccc2F)CC1)c1cn(CC(=O)N2CCOCC2)c2ccccc12	1.2	2.2	104.8	-1.7	1.6	10.9	-11.9	15.5	3.9
COC(=O)c1cc(=O)n(Cc2ccc(OC)c(OC)c2)c(=Nc2ccc(F)cc2)s1	0.0	-1.2	94.5	-3.5	1.6	2.9	-4.1	-1.5	8.6
Cc1[nH]n2c(=O)c3c(nc2c1-c1ccc(Cl)cc1)CCC3	0.4	1.8	104.7	0.0	0.8	-10.2	-8.1	2.8	2.1
Cc1cccc(S(=O)(=O)N2CCC(CO)(Cc3ccccc3)CC2)c1	5.4	9.2	82.1	-1.5	0.7	-3.4	-63.9	-16.2	0.1
Cc1ccc(OCC(=O)N/N=C\c2ccc(O)c([N+](=O)[O-])c2)c([N+](=O)[O-])c1	3.8	10.1	111.5	-2.5	4.5	1.9	-0.4	-0.7	-7.3
COc1ccc(-c2oc3cc(OC)c(O)c(OC)c3c(=O)c2OC)cc1O	-8.2	6.0	83.4	-8.3	-1.2	-9.5	9.2	-22.9	0.5
COc1cccc(C2=N/C(=C\N(C)C)C(=O)O2)c1	4.7	4.9	89.0	-2.1	3.0	0.1	-3.0	-7.9	2.5

Other results:
SMILES	PP1 inh	Fh CTSL1 inh	Yeast superoxide	TPT1 inh	PP5 inh	EBNA-1 inh	GASC-1 inh	ZTA counter	HCV core dimer
Cc1ccc(OCCC(=O)OCC(=O)c2c(N)n(CC(C)C)c(=O)n(C)c2=O)cc1	-0.6	nt	81.7	nt	4.2	nt	8.2	9.2	nt
COc1ccc(CNC(=O)C(C)N=C2NS(=O)(=O)c3ccccc32)cc1OC (configuration not stated)	-6.8	-2.2	102.6	-3.1	-0.3	1.2	6.0	-2.8	-0.7
O=C(Nc1ccc2c(c1)C(=O)NC2=O)c1ccc2ncsc2c1	-3.4	-2.0	99.7	-1.1	-1.2	-3.5	24.2	15.0	-69.6
O=C(CSc1nnc(Cc2ccccc2)n1-c1ccc(F)cc1)N1CCOCC1	-8.6	-4.9	98.6	-0.3	1.7	4.2	-8.7	-1.0	4.7
Nc1c(C(=O)NCCN2CCOCC2)c2nc3ccccc3nc2n1CCc1ccccc1F	-2.1	3.5	100.9	6.2	6.0	4.8	-1.7	12.4	-0.5
COc1c2ccoc2c(OCC=C(C)C)c2oc(=O)ccc12	-2.3	-1.3	105.8	1.1	-2.6	0.8	-8.2	2.2	-13.6
CC(=O)N1c2ccc(S(=O)(=O)NCCc3ccc(Cl)cc3)cc2CC1C (configuration not stated)	1.2	1.9	76.9	0.9	-0.8	2.7	0.6	12.5	0.3
Cc1ccc(CNC(=O)c2ccccc2N)cc1	-0.5	-0.8	119.5	3.5	-0.1	4.8	3.3	19.1	3.2
Cc1ccc(C(=O)COc2ccccc2N2C(=O)c3ccccc3C2=O)cc1	1.1	0.9	101.4	-0.1	0.7	0.4	-41.5	10.4	0.3
